Screens (PubChem)
DAGLB inhibitor: blocks human DAGLB lipase activity. HEK293T DAGLB membrane lysate, EnzChek fluorogenic substrate. Q8NCG7. 340,000 compounds, 0.059% hits. inhibition, % at 5.17 µM; in the data active = inhibition above about 34%;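 note: 0% = enzyme with vehicle and 100% = wells lacking enzyme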
NSD2 inh: inhibitors of human histone methyltransferase NSD2 | O96028 | NSD2 peptide methylation, AlphaScreen, 120 min | inhibition, % at 12.5 µM | 310,000 compounds, 0.54% hits | AID 743445; in the data active = inhibition above about 50%
Cardiac RTF inh: cardiac RTF calcium desensitization. IANBD-labeled cardiac RTF, Ca2+ fluorescence. inhibition, % at 7.15 µM. 340,000 compounds, 0.12% hits. AID 493244;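 active = inhibition above the mean inhibition of all tested compounds plus 3 SD, cut at about 17% in these data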;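 note: assay run at fixed EC70 calcium of 1.6 mM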
Keap1-Nrf2 PPI: Keap1-Nrf2 (human) interaction inhibition | Keap1 Kelch-Nrf2 peptide fluorescence polarization, 1536-well | 340,000 compounds, 0.15% hits | inhibition, % at 9.4 µM | AID 504523 | Q14145; in the data active = inhibition above about 12%;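 note: human Keap1 Kelch domain with fluorescein labeled Nrf2 9mer peptide probe; 0% = neutral control wells and 100% = peptide positive control; higher means more block of Keap1 binding to Nrf2 peptide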
SR-BI HDL uptake: mouse SR-BI HDL lipid transfer inhibition; Q61009; ldlA[mSR-BI] CHO cells, DiI-HDL uptake fluorescence, 3 h; inhibition, % at 12.5 µM; 320,000 compounds, 0.96% hits;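 active = mean replicate inhibition of at least 70% and a set share of replicates each scoring 70 or more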;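 note: 0% = median of neutral control wells and 100% = median of positive control wells; values of inactives mirror those of a sister screen read the other way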
Target sequence (Q61009 whole entry, looked up): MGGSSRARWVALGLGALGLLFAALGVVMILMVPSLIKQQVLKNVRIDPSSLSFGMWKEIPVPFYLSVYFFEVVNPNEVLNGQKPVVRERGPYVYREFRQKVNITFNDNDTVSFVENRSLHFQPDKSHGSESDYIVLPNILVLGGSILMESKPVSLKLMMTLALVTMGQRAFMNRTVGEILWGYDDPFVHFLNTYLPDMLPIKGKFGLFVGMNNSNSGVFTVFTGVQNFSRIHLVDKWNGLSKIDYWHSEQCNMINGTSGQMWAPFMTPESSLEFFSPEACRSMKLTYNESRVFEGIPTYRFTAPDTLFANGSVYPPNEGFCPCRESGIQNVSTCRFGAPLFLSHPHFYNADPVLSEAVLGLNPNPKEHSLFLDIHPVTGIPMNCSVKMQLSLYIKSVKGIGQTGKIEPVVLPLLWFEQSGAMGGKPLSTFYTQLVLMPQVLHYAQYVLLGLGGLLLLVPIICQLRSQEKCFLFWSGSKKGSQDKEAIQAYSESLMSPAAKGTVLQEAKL
PKA-R2B activ: PKA-R2B complex activation; P22694+P31323; PKA-R2B holoenzyme dissociation, Cy5-IP20 fluorescence polarization; R2B truncated from residue 108, S112A mutant; 0% DMSO only, 100% 113 µM cGMP; activation, % at 11.4 µM; 340,000 compounds, 0.079% hits;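 active = activation above a cutoff set at the mean over all compounds plus 3 SD, cut at about 18% in these data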;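 note: higher means more holoenzyme dissociation and a rise in polarization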
Target sequence (P31323 whole entry, looked up, other chains not shown, the tested form may be a part): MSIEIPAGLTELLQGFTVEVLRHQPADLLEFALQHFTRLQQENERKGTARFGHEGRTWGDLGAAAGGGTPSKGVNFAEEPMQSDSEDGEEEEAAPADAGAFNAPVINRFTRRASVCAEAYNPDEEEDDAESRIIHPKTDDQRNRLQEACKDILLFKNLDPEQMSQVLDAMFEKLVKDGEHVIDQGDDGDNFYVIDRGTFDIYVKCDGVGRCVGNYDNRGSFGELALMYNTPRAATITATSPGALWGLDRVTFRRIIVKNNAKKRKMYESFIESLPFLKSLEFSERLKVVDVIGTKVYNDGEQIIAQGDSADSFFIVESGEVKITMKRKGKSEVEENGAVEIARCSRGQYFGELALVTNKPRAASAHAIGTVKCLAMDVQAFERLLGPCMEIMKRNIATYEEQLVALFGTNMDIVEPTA
SR-BI uptake up: SR-BI HDL lipid transfer activation | CHO ldlA[mSR-BI] cells, DiI-HDL uptake fluorescence, 3 h; 100 = double the neutral-control signal | activation, % at 12.5 µM | 320,000 compounds, 0.096% hits | AID 504775;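 active = mean replicate activation of at least 60% and every replicate at or above 60%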;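 note: 0% = median plate neutral-control signal and 100% = twice that signal; values of inactives mirror those of a sister screen read the other way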
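Assay system: LDL receptor-deficient CHO ldlA cells overexpressing murine SR-BI / Medium: BSA-supplemented, HEPES-buffered Ham's F12, pH 7.4 / Probe or stimulus: DiI-labelled HDL at 10 µg/mL final / Timing: compound with DiI-HDL co-incubation, 3 h at 37 °C / Technique: bottom-read cell fluorescence after medium removal, ex 550/em 595 nm / Measure: HDL uptake via cellular fluorescence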
LANA DNA inh: inhibitors of KSHV LANA C-terminal domain DNA binding. AID 504423. 340,000 compounds, 0.078% hits. MBP-C-LANA/FAM-LBS DNA binding, fluorescence polarization. inhibition, % at 9 µM;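 active = highest replicate inhibition at or above 60% at 9 µM, even if other replicates fall short; inactive = all replicates below 60% inhibition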;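 note: 0% = neutral control wells and 100% = 4 µM acridine orange control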
Arrestin-AP2 inh: inhibitors of human beta-arrestin and AP2 interaction; FITC-arrestin peptide / GST-AP2 beads, flow cytometry; AP2 beta2 appendage carries R879A mutation; inhibition, % at 10 µM; 340,000 compounds, 0.31% hits; AID 504490;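 active = inhibition above a set limit, near 3 SD of compounds lacking own fluorescence, cut at about 54% in these data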;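 note: plate controls were DMSO wells for no effect and 5 µM unlabelled arrestin peptide for full effect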
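System: GST-AP2 R879A glutathione beads; medium: PBS, Tween 20 0.05%, BSA 0.1%; reagent: fluorescein-tagged arrestin peptide at 50 nM final; schedule: pre-incubation 12 min, peptide binding 1 h, room temperature; detection: flow cytometry, FL1 (488/535 nm); read-out: inhibition as reduced fluorescein signal on beads, percent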
PvdQ inh: blocks Pseudomonas aeruginosa PvdQ acylase activity | purified PvdQ acylase, fluorescence plate reader | inhibition, % at 10 µM | 340,000 compounds, 0.063% hits; in the data active = inhibition above about 30%, passing the limit was not always enough;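 note: 0% = vehicle neutral wells and 100% = reference inhibitor wells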
* marks the source's active call; other numbers are inactive results; nt = no result given.

Second line of a record: DAGLB inhibitor | NSD2 inh | Cardiac RTF inh | Keap1-Nrf2 PPI | SR-BI HDL uptake | PKA-R2B activ | SR-BI uptake up | LANA DNA inh | Arrestin-AP2 inh | PvdQ inh
COc1cccc(C(=O)N/N=C/c2ccc(Oc3ccc([N+](=O)[O-])cn3)c(OC)c2)c1
 : -2.5 | 2.9 | -3.8 | -0.1 | 30.1 | 2.1 | -30.1 | -0.1 | 6.6 | -13.8
COc1ccc(CNC(=O)CNC(=O)CNS(=O)(=O)c2ccc(C)c(C)c2)cc1
 : 2.9 | 1.5 | 4.3 | 1.7 | -21.1 | -2.0 | 21.1 | 0.1 | 19.4 | -8.9
O=C1C(=O)N(c2cccc(Cl)c2)C(c2ccccc2[N+](=O)[O-])/C1=C(\O)c1ccccc1 (centres undefined)
 : 6.4 | 7.1 | -6.2 | 0.9 | -3.2 | 4.8 | 3.2 | -0.6 | 21.1 | -5.4
CCCCC(=O)NN(C)c1nc(-c2ccccc2)nnc1C(F)(F)F
 : -4.1 | -1.1 | 1.2 | -5.3 | -1.5 | -9.9 | 1.5 | 0.4 | 8.4 | -20.7
COc1ccc(C(=O)NNC(=O)CN2CCC(n3nnc4cc(C)ccc43)CC2)cc1
 : 2.5 | 0.0 | -2.8 | -2.9 | 4.6 | -2.5 | -4.6 | 0.8 | 1.1 | -18.8
COC(=O)c1cccc(NC(=O)CSc2nnc(COc3ccc(C#N)cc3)n2-c2ccccc2)c1
 : 0.1 | 0.5 | 4.8 | -1.6 | nt | 1.6 | nt | -0.6 | 32.2 | -0.4
O=C(Nc1ccccc1)c1ccc(S(=O)(=O)N(CCO)CCO)cc1
 : -1.0 | 1.6 | -11.3 | -0.9 | -4.9 | 5.6 | 4.9 | -1.8 | 0.6 | 0.3
Cc1ccccc1NS(=O)(=O)c1ccc(NS(=O)(=O)c2cccs2)cc1
 : 2.6 | 1.5 | 4.4 | -1.6 | nt | -13.9 | nt | 2.0 | 2.5 | -12.9
O=C(Nc1nc(-c2cc(Cl)sc2Cl)cs1)c1ccc(Br)s1
 : -7.1 | 4.3 | -8.1 | -1.5 | 45.1 | -3.6 | -45.1 | -0.8 | 9.1 | 1.8
O=c1oc2ccccc2n1CCCCCn1c(=O)oc2ccccc21
 : -0.9 | 1.0 | 8.8 | -3.0 | -11.7 | 10.4 | 11.7 | -0.3 | 9.0 | 10.0
CCCC(=O)Nc1sc(C)c(C)c1C(=O)Nc1cccc(C)c1
 : -13.3 | -1.1 | -8.9 | -7.1 | 71.5* | -4.7 | -71.5 | 0.6 | -0.7 | -14.9
O=C(NCCc1c[nH]c2ccc(Cl)cc12)c1cccnc1
 : -1.5 | -0.1 | -0.3 | 0.2 | 5.2 | -5.0 | -5.2 | 0.6 | 0.9 | -5.0
Cc1cc(=O)n(-c2ccccc2Cl)[nH]1
 : 0.2 | 6.0 | -4.2 | -0.9 | -10.9 | -5.7 | 10.9 | -0.6 | -7.2 | 9.8
CCOC(=O)C1CCN(C(=O)c2cc(S(=O)(=O)N(C)C)ccc2N2CCCC2)CC1
 : 4.9 | -2.2 | -9.3 | -0.7 | -11.2 | 0.1 | 11.3 | 0.8 | 40.5 | -4.1
Cc1ccc(CN2CCCN(Cc3c(F)cccc3Cl)S2(=O)=O)cc1
 : -27.3 | -3.9 | -2.6 | -2.4 | 11.8 | -10.4 | -11.8 | -0.6 | 12.2 | 3.4
Cc1ccc(C(=O)NNC(=O)c2cc3ccccc3cc2O)cc1
 : 8.4 | -1.0 | -2.9 | -0.8 | 123.0* | -2.6 | -123.0 | 2.8 | -7.7 | -15.3
O=C(COc1coc(CN2CCc3ccccc3C2)cc1=O)Nc1ccc(Cl)cc1
 : -0.2 | 2.1 | 0.2 | -2.3 | -6.5 | 10.3 | 6.5 | -2.6 | -2.5 | -12.6
Cc1cc(NCCCn2ccnc2)n2ncc(-c3ccc(Cl)cc3)c2n1
 : 7.1 | -1.0 | 9.4 | -1.9 | 55.5 | -4.0 | -55.5 | 0.5 | -2.6 | -0.1
Cc1cc(C)cc(C(=O)N2CCC3(CC2)NCCc2[nH]cnc23)c1
 : 0.6 | 1.6 | -12.0 | -4.3 | -0.2 | -2.9 | 0.2 | 0.6 | 7.3 | -14.0
O=C(COc1cccc(C(F)(F)F)c1)NNC(=O)Cc1ccc(S(=O)(=O)N2CCOCC2)s1
 : -1.0 | 7.6 | -12.2 | -10.9 | -4.1 | 5.2 | 4.1 | 0.3 | -13.9 | -12.5
COc1ccc(-c2cnc(NCc3cc4c(cc3[N+](=O)[O-])OCO4)n2C)cc1
 : 2.1 | 5.5 | 0.7 | -6.1 | -6.4 | 2.7 | 6.4 | -1.2 | 9.2 | -11.0
CCCN(C(=O)c1cccc(S(=O)(=O)N2CCCc3ccccc32)c1)C1CCS(=O)(=O)C1 (centres undefined)
 : -0.3 | -1.4 | -3.2 | -1.8 | 8.6 | 0.3 | -8.6 | -0.5 | -5.4 | 4.9
COc1ccc(/C=C/c2c([N+](=O)[O-])c(=O)n(C)c(=O)n2C)c(OC)c1
 : -0.2 | 1.3 | 5.4 | -1.8 | 6.6 | -3.9 | -6.6 | 0.2 | 22.2 | 6.2
CCN(CC)S(=O)(=O)c1ccc(N(C)Cc2ccc(C(F)(F)F)cc2)nc1
 : -5.7 | -3.0 | -7.2 | 4.4 | 12.3 | 0.0 | -12.3 | -0.6 | -6.0 | -10.1
N#Cc1ccsc1NC(=O)c1ccccn1
 : -3.1 | -2.8 | 0.9 | -0.6 | -32.1 | 8.8 | 32.1 | -0.1 | 4.0 | 0.6
COc1ccc(C(C)=O)cc1CSc1nnc(-c2ccncc2)o1
 : -0.8 | -0.3 | -6.5 | -1.5 | 62.0 | -0.3 | -62.0 | 0.5 | 18.0 | -16.6
CCCC(C)NC(=O)CN(c1ccc2c(c1)OCCO2)S(=O)(=O)c1ccccc1 (centres undefined)
 : -0.1 | -1.5 | -7.9 | -5.6 | -1.7 | -5.8 | 1.7 | -2.0 | 9.0 | -2.1
COc1cc(OC)cc(-c2nnc(NC(=O)CCS(=O)(=O)c3ccc(F)cc3)o2)c1
 : -0.2 | -0.7 | -6.6 | -4.9 | 0.1 | 0.7 | -0.1 | 0.8 | 2.8 | 8.2
Cc1c(N2C(=O)CSC2=S)c(=O)n(-c2ccccc2)n1C
 : -1.9 | -2.0 | -7.4 | -2.6 | -28.4 | -0.5 | 28.4 | -0.1 | 34.6 | -1.7
CNC[C@H](CC1CCCCC1)NC[C@H](Cc1ccccc1)NCCC12CC3CC(CC(C3)C1)C2
 : -10.2 | nt | -20.8 | 1.7 | -38.4 | 8.7 | 38.4 | -6.7 | 11.4 | 2.8
COC(=O)c1ccc(Cn2nc(C)c(Cl)c2C)o1
 : -0.9 | -3.0 | 6.7 | -5.0 | nt | -9.5 | nt | 0.4 | 0.1 | -12.2
c1csc(CNc2ccc3c(c2)OCCO3)c1
 : 1.0 | nt | 3.2 | -7.2 | -16.8 | 0.8 | 16.8 | -0.1 | 8.2 | 12.7
O=[N+]([O-])c1cccc(-c2nnc(-c3ccccc3F)o2)c1
 : -5.8 | -2.9 | -1.4 | -4.6 | 36.4 | -0.7 | -36.4 | 1.0 | -5.2 | -3.2
CC1(C)C(=O)OC(c2ccccc2)C(C)(C)C1=O (centres undefined)
 : 1.3 | -2.8 | -4.0 | -9.5 | 10.9 | 2.6 | -10.9 | 0.0 | -0.3 | -14.3
OCc1nc2ccccc2n1CCCOc1ccc(Br)cc1
 : 0.4 | -3.3 | -10.1 | -2.4 | 1.8 | -12.2 | -1.8 | 0.1 | -8.7 | -9.8
O=C(c1ccccc1C(=O)N1CCN(c2ccccc2)CC1)N1CCN(c2ccccc2)CC1
 : -2.6 | 1.0 | -14.8 | 10.4 | 16.4 | 9.7 | -16.4 | 23.6 | 1.2 | -8.2
CN(CC1CCCN(CCc2ccc(Cl)cc2)C1)C(=O)c1ccoc1 (centres undefined)
 : 2.4 | 1.0 | -5.5 | -2.3 | -5.8 | 2.2 | 5.8 | -1.2 | -15.2 | -10.2
CCC(C)[C@H](N)c1nnc(SCC(=O)Nc2ccc(C)cc2C)o1 (some centres undefined)
 : -2.3 | -3.7 | -8.1 | -1.7 | -11.6 | -13.3 | 11.6 | -1.0 | -3.6 | -21.2
COC(=O)c1cc2ccc(OC)c(OC)c2c(=O)s1
 : 2.7 | 3.0 | 5.8 | -3.8 | 19.2 | 0.0 | -19.2 | -1.1 | -1.7 | 14.1
Cc1ccc(NC(=O)Cn2nc(C)c3ccccc3c2=O)cc1
 : -4.2 | 2.6 | -8.6 | -6.6 | -0.5 | 7.2 | 0.5 | -2.0 | 24.0 | -12.3
CN1C(=O)c2ccccc2N(C)C1c1ccc(F)cc1 (centres undefined)
 : -4.9 | -1.3 | -14.8 | -2.9 | -7.8 | -10.0 | 7.8 | 1.0 | 15.6 | -20.3
O=C(CCCc1nc2ccccc2s1)NC1CCOC1=O (centres undefined)
 : 1.2 | 0.7 | -8.9 | 1.2 | 4.7 | -1.8 | -4.7 | -0.4 | 4.8 | -8.1
CCCCc1c(C)[nH]c(C(=O)OCC)c1C
 : -2.9 | -1.4 | 10.9 | -6.0 | 24.7 | -7.3 | -24.7 | -1.9 | 4.8 | -11.2
CCNC(=S)N(Cc1cc2cc(C)ccc2[nH]c1=O)C1CCCC1
 : 5.6 | 26.5 | 0.7 | -1.0 | -11.1 | -5.5 | 11.1 | -7.7 | 44.5 | 4.3
COc1ccccc1OCCn1cc(C(=O)O)c2ccccc21
 : 2.3 | -0.7 | -0.3 | -6.9 | -21.5 | 5.3 | 21.5 | -1.1 | 8.8 | -12.7
O=C(Cc1coc(-c2ccc(F)cc2)n1)NC1CCCCC1
 : -4.6 | 10.0 | 7.9 | 6.6 | -17.2 | 5.4 | 17.2 | 0.0 | -11.6 | -4.8
CCN1C(=O)CC(c2ccco2)Sc2ccccc21 (centres undefined)
 : 0.1 | 2.4 | -5.4 | -1.0 | -16.4 | -4.8 | 16.4 | -0.1 | 15.9 | 9.0
COc1ccccc1-c1ccc(SCc2cccc(F)c2)nn1
 : -7.4 | -2.8 | 14.2 | -3.6 | -23.9 | -0.8 | 23.9 | -1.3 | 11.2 | -1.4
COc1ccccc1NC(=O)Nc1nnc(CC(=O)Nc2cccc(C)c2)s1
 : -0.5 | -0.2 | 5.7 | -4.7 | nt | 12.5 | nt | 1.0 | 49.1 | 2.3
CC(=O)Nc1cccc(NC(=O)CSc2nccn2Cc2ccco2)c1
 : 2.4 | 23.4 | -4.0 | 1.4 | -18.4 | -1.3 | 18.4 | 1.7 | 16.6 | 1.2
